High-throughput results (PubChem BioAssay)
TAG inh: inhibitors of triacylglycerol accumulation, primary screen, cell-based, uHTS, fluorescence, H9c2 | H9c2 cells, Nile Red lipid (TAG) fluorescence; cells loaded with 200 µM oleic acid | inhibition, % at 12.5 µM | actives 0.66% (n = 230,000) | AID 651582, 2012;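 active means pattern-corrected inhibition of lipid staining of at least 50% with the nuclear-stain viability signal not falling by more than 50%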;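 further: 0% = DMSO wells and 100% = triacsin C control wells; some results filed as inactive read as strong as hits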
TAG inh DAPI viability: further read-out of TAG inh, marked with its call; DAPI nuclei signal change (viability), lower = more cytotoxic, %;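 whole-well DAPI fluorescence read on a plate reader as a viability signal; minus 50 percent equals half of cells still viable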
An asterisk follows results filed as active. The list is partial (hit frequency here may not be typical).

SMILES	TAG inh	TAG inh DAPI viability
O=C1c2cccc3c2N(CCC3)C(=O)C1(F)c1ccccc1 (stereo unspecified)	-1	4
Cc1ccc(NC(=O)c2nc3nccc(C)n3n2)cc1S(=O)(=O)N1CCCCC1	1	-2
O=C(Cn1c(CO)nc2ccccc21)Nc1ccc2c(c1)OCCCO2	-20	5
C=C(C)CSc1nc2c(cc1C#N)CCC2	-23	9
Cc1ccc(OCC(=O)Nc2ccc(Cl)cc2)c([N+](=O)[O-])n1	12	-10
C(=N\N1CCN(C2c3ccccc3-c3ccccc32)CC1)/c1ccccn1	-5	8
NCCCCCNC(=O)/C=N\O	17	-2
COCCn1cnnc1SCC(=O)Nc1sc2c(c1C#N)CCC2	22	-10
Cc1ccsc1C(=O)OCc1csc(-c2ccccc2)n1	-13	-6
CS(=O)(=O)N(CC(=O)NC1CCCC1)C1CCCCC1	-5	3
Cc1ccc(/C=N/NC(=O)c2ccc(C(=O)N/N=C/c3ccc(C)s3)o2)s1	-25	15
CC(=O)Oc1ccc(C(=O)Nc2nccs2)cc1	-10	1
Cc1cccc[n+]1CC(=O)c1ccc2c(c1)OCCO2	5	-1
CCCOc1ccc(Cc2nn[nH]n2)cc1	-18	2
COc1ccc(OC)c(NC(=O)CSc2nnc(NC(=O)c3ccco3)s2)c1	-19	1
CCOC(=O)CN(C(=O)CNC(=O)c1cccs1)C(C(=O)NC1CCCC1)c1ccncc1 (stereo unspecified)	-4	5
CCOc1ccc(S(=O)(=O)/N=C(\N)c2ccccc2)cc1	-32	16
O=C(Nc1ccncc1)c1ccc2ccccc2c1	-15	7
Cc1nc2ccccn2c1C(=O)C(=O)Nc1cc(F)ccc1F	12	-3
CCOC(=O)c1c(C)[nH]c(C(=O)COC(=O)/C=C/c2ccc(O)c(OC)c2)c1C	-4	4

Entries above containing an aryl methoxy group:
SMILES	TAG inh	TAG inh DAPI viability
COc1ccc(OC)c(NC(=O)CSc2nnc(NC(=O)c3ccco3)s2)c1	-19	1
CCOC(=O)c1c(C)[nH]c(C(=O)COC(=O)/C=C/c2ccc(O)c(OC)c2)c1C	-4	4

(next part)
SMILES	TAG inh	TAG inh DAPI viability
CCCCCCN1C[C@H](O)[C@@H](n2cc(C3CC3)nn2)C[C@@H]1c1ccccc1	-5	11
C[C@H](O)[C@@H]1C(=O)N2CCc3ccc(-c4ccccc4)cc3[C@@H]2C[C@@H]1N(C)C(=O)c1ccco1	20	-13
Cc1ccnc(SCC(=O)Nc2sc3c(c2C#N)CCC(C(C)(C)C)C3)n1 (stereo unspecified)	-34	2
Cc1ccccc1-c1cc2nc(Oc3cccc4ccccc34)n(C)c(=O)c2s1	-10	3
O=C(Nc1ccc(F)c(F)c1)NC1CCCCC1	2	1
COc1cccc(CNCc2cccnc2)c1OCc1ccccc1	6	3
CCCCCSc1nc2c(c(=O)[nH]c(=O)n2C)n1C	-11	-3
CS(=O)(=O)c1ccc(Cl)c(NC(=O)COC(=O)CCCN2C(=O)c3cccc4cccc(c34)C2=O)c1	-13	6
COc1cc(C(C)=O)ccc1OCC(=O)N1CCCC1c1ccc2c(c1)OCCCO2 (stereo unspecified)	2	-6
Cc1cccc(C)c1NC(=O)COC(=O)c1cccnc1	-14	6
Cn1c(-c2ccccc2)n[nH]c1=S	6	-2
Nc1n[nH]c(-c2ccc(F)cc2)n1	-6	2
CC(=O)N(Cc1c(C)nn(-c2ccccc2)c1Cl)c1ccc(Cl)cc1	3	10
COc1ccc(C2=NOC(C)(c3nnc(-c4ccncc4)o3)C2)cc1 (stereo unspecified)	-13	-2
CC1=CN2C(=NC(=O)CC2(C)C(=O)N(CC(=O)NC2CCCC2)c2cc(C)cc(C)c2)C=C1 (stereo unspecified)	4	8
O=C(O)CNc1nc(NCc2ccc(Cl)cc2)ccc1[N+](=O)[O-]	-8	6
COc1cccc2c1oc1c(SCc3nc4ccccc4[nH]3)nc(C)nc12	4	4
CC(OC(=O)c1cc(=O)c2ccccc2o1)C(=O)Nc1ccc(N(C)C)cc1 (stereo unspecified)	-8	3
O=C1C=C(O)C(n2cncn2)C(c2ccc3c(c2)OCO3)C1 (stereo unspecified)	-11	-2
CC(O)(c1ccccc1)c1nc(-c2cccc(C#N)c2)cs1 (stereo unspecified)	-15	7

4 neighbouring entries out of the list so far:
SMILES	TAG inh	TAG inh DAPI viability
COc1cccc2c1oc1c(SCc3nc4ccccc4[nH]3)nc(C)nc12	4	4
CC(OC(=O)c1cc(=O)c2ccccc2o1)C(=O)Nc1ccc(N(C)C)cc1 (stereo unspecified)	-8	3
O=C1C=C(O)C(n2cncn2)C(c2ccc3c(c2)OCO3)C1 (stereo unspecified)	-11	-2
CC(O)(c1ccccc1)c1nc(-c2cccc(C#N)c2)cs1 (stereo unspecified)	-15	7

Next compounds
SMILES	TAG inh	TAG inh DAPI viability
CN1C2CCC1CC(NC(=O)c1cc(Cl)cc3[nH]cnc13)C2 (stereo unspecified)	-7	5
O=C(COC(=O)c1ccc(F)c(S(=O)(=O)N2CCOCC2)c1)Nc1ccc2c(c1)OCO2	-5	-5
CCOc1ccc(NC(=O)CSc2nc3cccnc3n2CC)cc1	-4	-10
O=C(COC(=O)c1cccc(S(=O)(=O)N2CCCCC2)c1)NC1CCCCC1	-12	-3
C=CCN1C(=O)C(CC(=O)NCC)SC1=Nc1ccccc1OC (stereo unspecified)	2	-8
O=c1[nH][nH]c(=O)c(Cl)c1Cl	5	-2
COC(=O)c1nn(-c2ccc(F)cc2)ccc1=O	-1	-3
Cc1cc(NC(=O)c2ccc3nccnc3c2)ccc1Br	-1	-3
CN(CC(=O)OCC(N)=O)S(=O)(=O)c1ccc(Cl)cc1	8	-6
CCN1C(=O)N(CC)C2C1N(CO)C(=O)N2CO (stereo unspecified)	-9	-4
Nc1c(Cl)cc(-c2cn(CCC(=O)O)c(-c3ccncc3)n2)cc1Cl	5	-6
COc1ccc2[nH]c(=O)c(CN(CCO)S(=O)(=O)c3c(C)ccc4nsnc34)cc2c1	-4	10
COc1ccc2nc(NC(=O)Cn3cnc4ccccc4c3=O)sc2c1	-6	7
O=C(NC(=S)Nc1ccc2cn[nH]c2c1)c1ccccc1	-3	2
COc1ccc(NC(=O)c2[nH]ncc2[N+](=O)[O-])cc1	1	0
CC(=O)c1ccc(N2CCN(C(=O)CCCc3nc4ccccc4s3)CC2)cc1	-3	8
CC(C)c1ccc(NC(=O)C2=CC=CN3CCS(=O)(=O)N=C23)cc1	27	10
CN(C)CCN1C(=O)C(O)=C(C(=O)c2ccco2)C1c1ccccc1F (stereo unspecified)	-7	-2
CC(C(=O)NCc1ccccc1)N1C(=O)C2CC=C(Cl)CC2C1=O (stereo unspecified)	7	0
CC1(C)C2CCC(C2)C1C/C=N/NC(N)=S (stereo unspecified)	-8	0

In a second layout: entries from further up
Screens in order: TAG inh | TAG inh DAPI viability
- Nc1c(Cl)cc(-c2cn(CCC(=O)O)c(-c3ccncc3)n2)cc1Cl
 : 5 | -6
- COc1ccc2[nH]c(=O)c(CN(CCO)S(=O)(=O)c3c(C)ccc4nsnc34)cc2c1
 : -4 | 10

Additional results:
SMILES	TAG inh	TAG inh DAPI viability
CCCCCC(=O)NNC(=S)NC(=O)c1ccc([N+](=O)[O-])cc1	-13	-3
O=C(CN1CSCC1=O)N1CCN(S(=O)(=O)c2cccc(F)c2)CC1	-12	-2
CC1CN(c2oc(-c3ccco3)nc2S(=O)(=O)c2ccccc2)CC(C)O1 (stereo unspecified)	4	0
CCOc1ccccc1N1CCN(C(=O)c2ccc3c(c2)OCO3)CC1	15	-11
Cc1sc(NC(=O)c2ccco2)c(C(Nc2ccccn2)c2ccccc2)c1C (stereo unspecified)	20	5
COc1ccccc1CNC(=O)COC(=O)CC1CC2CCC1C2 (stereo unspecified)	-9	-13
COCCN1Cc2cccc(C(=O)NC3CCCCCC3)c2C1=O	1	-2
C[C@@H]1CN(Cc2nnnn2CC(=O)NCCCn2cccn2)C[C@H](C)O1	9	2
CCc1ccc(S(=O)(=O)NCc2ccc(N3CCN(C)CC3)cc2)cc1	-9	-3
Cc1ccc(Oc2ncnc(N)c2[N+](=O)[O-])cc1	0	-9
COc1ccc(N2C(=O)NC3CC2(C)Oc2ccc(Cl)cc23)cc1OC (stereo unspecified)	3	-4
Cc1ccc([N+](=O)[O-])cc1Nc1nc(N2CCCC2)nc(N2CCCC2)n1	24	-8
N#Cc1cccc(NCC(=O)Nc2cccc(S(=O)(=O)N3CCCCC3)c2)c1	-15	-2
COCCNC(=S)Nc1cccc2cnccc12	-5	-6
CC(C)CCC1CC(CSC(=N)N)OC1=O (stereo unspecified)	-5	-1
COc1ccc(-c2cc(C(=O)NCc3cccc(Cl)c3)[nH]n2)c(C)c1	-5	11
C=CCN1C(=O)C(CC(=O)Nc2ccc(OC)cc2)SC1=Nc1ccc(S(N)(=O)=O)cc1 (stereo unspecified)	-5	1
COc1cc(CC(=O)OCC(=O)N(C)C2CCCCC2)cc(OC)c1OC	-12	-10
COc1ccc(NC2CCCN(C(=O)c3oc(C)cc3C)C2)cc1OC (stereo unspecified)	-6	4
CC1=CC(c2ccccc2)n2ncnc2N1 (stereo unspecified)	-1	-2
Cc1ccc(OCc2nn3c(-c4ccco4)nnc3s2)cc1	1	-13
O=C(NCc1ccccc1)C1=C[C@H](c2ccc3c(c2)OCO3)C[C@H](OCCCCO)O1	-26	-2
COc1ccc(OC)c(NC(=O)c2ccccc2OC(C)=O)c1	6	0
O=C(COc1ccc2ccccc2c1)NNC(=O)Nc1ccccc1F	11	0
Cc1ccc2c(c1)N(CC(=O)NC1CCCCC1)C(=O)c1cccnc1O2	10	-5
O=C(N[C@@H]1C/C=C\C[C@H](CC(=O)N(CCO)Cc2ccccc2)C(=O)N[C@@H](Cc2ccccc2)COC1=O)OCC1c2ccccc2-c2ccccc21	-5	-4
CCN1C(=O)C(CC(=O)Nc2ccc(F)cc2)N(CCCN2CCN(c3ccc(F)cc3)CC2)C1=S (stereo unspecified)	7	23
Cc1cc(-c2ccco2)n(CC(=O)NCc2ccco2)n1	0	-12
COCCN=C1Sc2nc3c(C)cccc3cc2CN1Cc1ccco1	2	3
O=C(O)C(Oc1ccc2cc(-c3ccc(Cl)cc3)c(=O)oc2c1)c1ccccc1 (stereo unspecified)	-3	31
CCCN(CCC)CCCNC(=O)C1c2cc(OC)c(OC)cc2C(=O)N(C)C1c1cccnc1 (stereo unspecified)	16	-7
S=c1[nH]nc(-c2ccc3ncccc3c2)n1-c1ccc2c(c1)OCCO2	-1	-11
CC1Nc2ncnc(N3CCN(c4ccccn4)CC3)c2N(Cc2ccccc2)C1=O (stereo unspecified)	-10	1
COc1ccc(C(=O)NN(C)c2nc(-c3ccccc3)cc(C)c2S(C)(=O)=O)cc1	-22	-2
O=C(c1sccc1-c1ccccc1)N1CCN(S(=O)(=O)c2ccccc2F)CC1	-25	2
Cn1c(CNC(=O)c2ccccc2F)nnc1SCCOc1ccccc1	12	-4
O=C(O)c1cc(S(=O)(=O)Nc2ccc3cn[nH]c3c2)ccc1Cl	-4	1
COC1CC(=O)C2OC(c3ccccc3)OCC2O1 (stereo unspecified)	-7	3
Cc1ccc(S(=O)(=O)CCc2nc3ccccc3s2)cc1	-14	9
COc1ccc(CN2C(=O)CN=C2Nc2ccc(C)cc2C)cc1	-3	7
CN(C)c1oc(COc2ccccc2F)nc1C#N	5	-3
O=[N+]([O-])c1ccc2c(c1)ncn2CCc1ccccc1	-6	1
COC(=O)[C@@]1(Cc2ccccc2)[C@H]2C(=O)N(C)C(=O)[C@H]2[C@H]2CN=C(SCc3ccccc3)N21	3	2
Cc1ccc(C)c(NC2=NCC(=O)N2C2CCCCC2)c1	1	8
CCOc1ccccc1NC=C1C(=O)OC(C)(C)OC1=O	-5	-13
CCOC(=O)C1(Cc2ccccc2C(F)(F)F)CCN(Cc2ccc(COC)o2)CC1	-43	19
CCc1ccc(NC(=O)COc2ccc(Br)cn2)cc1	3	4
COc1ccc(C(=O)NCCS(=O)(=O)N2CCC3(CC2)OCCO3)cc1	-1	-10
Oc1ccc(Oc2ccc3c(C(F)(F)F)cc(C(F)(F)F)nc3n2)cc1	-49	18
COc1cc(C(=O)Nc2ccc(NC(=O)c3ccco3)nc2)cc(OC)c1OC	12	-1
C[C@@H]1CN([C@@H](C)CO)C(=O)c2cc(NC(=O)c3ccccc3)ccc2O[C@@H](C)CCCCO[C@@H]1CN(C)S(=O)(=O)c1ccc(F)cc1	11	-3
C[C@@]12C(=O)Nc3cc(F)ccc3C(=O)N1[C@H]1c3ccccc3OC[C@@H]1[C@@H]2c1ccccc1	-17	3
COCCNC(=S)N/N=C(\C)c1ccc(Cl)s1	4	5
COC(=O)c1c(N)sc(C(C)=O)c1C	20	-19
C/C(CC(=O)Nc1ccc([N+](=O)[O-])cc1)=N\NC(=O)c1ccccc1[N+](=O)[O-]	0	-9
O=C(/C=C/c1ccc([N+](=O)[O-])cc1)NCc1ccc2c(c1)OCO2	-22	7
CC(C)CNC(=O)C(=O)NCC1OCCCN1S(=O)(=O)c1ccc2c(c1)OCCO2 (stereo unspecified)	32	-5
NC(=O)c1c(NC(=O)C2COc3ccccc3O2)sc2c1CCN(Cc1ccccc1)C2 (stereo unspecified)	27	-12
O=C(Cc1c[nH]c2ccccc12)NCc1ccc(Cl)cc1	-11	-14
C=CCNc1ncnc2ccc(Br)cc12	2	-7
O=C1CCC(=O)N1CCC(=O)N(C(=O)NC1CCCCC1)C1CCCCC1	6	1

Taken from above.
Value of Oc1ccc(Oc2ccc3c(C(F)(F)F)cc(C(F)(F)F)nc3n2)cc1 under TAG inh: -49
Value of CN(C)c1oc(COc2ccccc2F)nc1C#N under TAG inh DAPI viability: -3
Value of COC(=O)[C@@]1(Cc2ccccc2)[C@H]2C(=O)N(C)C(=O)[C@H]2[C@H]2CN=C(SCc3ccccc3)N21 under TAG inh: 3
Value of CCOC(=O)C1(Cc2ccccc2C(F)(F)F)CCN(Cc2ccc(COC)o2)CC1 under TAG inh: -43
Value of COc1cc(C(=O)Nc2ccc(NC(=O)c3ccco3)nc2)cc(OC)c1OC under TAG inh DAPI viability: -1
Value of COCCNC(=S)N/N=C(\C)c1ccc(Cl)s1 under TAG inh DAPI viability: 5
Value of NC(=O)c1c(NC(=O)C2COc3ccccc3O2)sc2c1CCN(Cc1ccccc1)C2 (stereo unspecified) under TAG inh: 27
